Screening results (PubChem)
L3MBTL1 block – L3MBTL1 (human) inhibition. Potency, µM (top dose mostly 57.1 µM), inactives show at the top dose activity, negative = inhibition, hits mostly inhibitors. AID 485360. AlphaScreen L3MBTL1–H3K9me1 peptide binding. 230,000 compounds, 0.66% hits. Q9Y468; active = well fitted inhibition curve with a large enough effect; inconclusive = small, poorly fitted or top-dose-only effect; inactive = no such curve, though single readings can be large or run the other way; also: nearly all actives have a fitted effect of over 60% in size
Target sequence (Q9Y468 whole entry, looked up): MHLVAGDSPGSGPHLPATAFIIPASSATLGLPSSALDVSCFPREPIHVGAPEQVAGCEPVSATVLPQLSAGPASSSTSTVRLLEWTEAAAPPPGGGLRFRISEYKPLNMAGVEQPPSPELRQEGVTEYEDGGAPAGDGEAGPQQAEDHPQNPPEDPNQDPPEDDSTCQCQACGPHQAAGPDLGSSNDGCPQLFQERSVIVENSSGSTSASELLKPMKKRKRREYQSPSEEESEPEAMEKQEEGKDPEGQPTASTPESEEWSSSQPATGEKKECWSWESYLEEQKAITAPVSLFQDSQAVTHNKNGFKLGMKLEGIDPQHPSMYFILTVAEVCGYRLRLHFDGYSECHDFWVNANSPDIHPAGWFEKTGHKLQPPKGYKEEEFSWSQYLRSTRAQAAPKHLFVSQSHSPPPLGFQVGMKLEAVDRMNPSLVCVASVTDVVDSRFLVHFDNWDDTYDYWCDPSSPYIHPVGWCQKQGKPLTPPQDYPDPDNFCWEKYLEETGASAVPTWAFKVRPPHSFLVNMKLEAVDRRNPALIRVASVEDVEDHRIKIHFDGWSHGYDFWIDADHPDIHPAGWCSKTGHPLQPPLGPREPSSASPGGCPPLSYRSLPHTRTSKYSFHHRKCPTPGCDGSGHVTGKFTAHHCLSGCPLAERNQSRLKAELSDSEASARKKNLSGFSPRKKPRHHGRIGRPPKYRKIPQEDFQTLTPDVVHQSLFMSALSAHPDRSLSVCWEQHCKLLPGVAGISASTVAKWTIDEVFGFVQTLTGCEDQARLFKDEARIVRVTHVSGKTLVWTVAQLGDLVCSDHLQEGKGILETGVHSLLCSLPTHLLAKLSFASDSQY
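L3MBTL1 50 nM + b-AHA-H3(1-15)K9me1 75 nM, 30 min RT; compound added, 30 min RT; streptavidin donor/Ni-chelate acceptor beads 10 ug/mL each final, 30 min RT dark; AlphaScreen read.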
* marks the source's active call; other numbers are inactive results; u = inconclusive; & = joins results of further samples; [ ] = remark or other dose. % is scaled to controls: 0 for no effect and ±100 for the full control effect; potency is read from the fitted curve at half-maximal effect.

smiles,L3MBTL1 block
Cc1nnc(SCC2=C(C(=O)O)N3C(=O)C(NC(=O)COc4ccccc4)C3SC2)s1 (stereo not drawn),-27%
CC(Sc1nc(N)cc(N)n1)C(=O)NCCC1=CCCCC1 (stereo not drawn),-6%
COC(=O)c1ccc(N=C2SCC(=O)N2C)cc1,-3%[2.29 µM]
Cn1c(/C(C#N)=C(\O)c2cccc(F)c2)nc2ccccc21,3%
CCNC(=S)N(CCCO)Cc1cc2cc3c(cc2[nH]c1=O)OCCO3,5%
CSCC[C@H](NC(=O)[C@H](Cc1ccccc1)n1c(=O)[nH]c2ccccc2c1=O)C(=O)N[C@@H](Cc1ccccc1)C(=O)O,3%
Cc1cc(OCC(=O)OCC(=O)N(C)c2c(N)n(Cc3ccccc3)c(=O)[nH]c2=O)ccc1Cl,4%
CCCCN(C1CCS(=O)(=O)C1)S(=O)(=O)c1cccs1 (stereo not drawn),-3%
Cc1cc(C(=O)COC(=O)Cc2n[nH]c(=O)c3ccccc23)c(C)n1CC(F)(F)F,-8%
CCCNS(=O)(=O)c1ccc(OCC(=O)N2CCc3ccccc3C2)c(C)c1,-7%
Cc1ccccc1NC(=O)COC(=O)[C@@H]1CCCN1C(=O)c1cccs1,-3%
CCN(Cc1ccccc1)C(=O)c1cccc(S(=O)(=O)N2CCN(c3ccccc3)CC2)c1,0%
COc1ccc(/C=C2\SC(=O)N(CCNC(=O)CN3C(=O)NC4(CCCC4)C3=O)C2=O)cc1,6%
CCN(C(=O)COC(=O)c1cccc(C)c1[N+](=O)[O-])c1c(N)n(Cc2ccccc2)c(=O)[nH]c1=O,2%
Cc1ccc(C(=O)N2CCCCC2C(=O)O)cc1S(=O)(=O)N1CCCCC1 (stereo not drawn),3%
CC1CCCC(NC(=O)CN(C)CC(=O)Nc2ccc(F)cc2)C1C (stereo not drawn),0%
Cc1ccc(S(=O)(=O)N2[C@@H](c3ccc(Br)cc3)C(C(=O)O)=C[C@H]2CC2CCCC2)cc1,3%
COc1ccccc1-c1nnc(SCC(=O)Nc2cccnc2Cl)n1C,-1%
CCOC(=O)C1=C(COC(=O)COc2ccccc2C#N)NC(=O)NC1C (stereo not drawn),-4%
CCOC(=O)N1CCN(C(=O)COC(=O)CSc2cc(C)c(Br)cc2C)CC1,4%
O=C(Nc1ccccc1N1CCCCC1)c1ccc(F)c(S(=O)(=O)N2CCOCC2)c1,-7%
COc1ccc(C(CNC(=O)c2cccc(S(=O)(=O)N3CCCC3)c2)N2CCCC2)cc1 (stereo not drawn),-4%
Cc1[nH]n(-c2ccccc2)c(=O)c1N=Nc1cccc([N+](=O)[O-])c1,-3%
COc1ccc2[nH]cc(CCNC(=O)c3ccc4ccccc4n3)c2c1,-3%
CCOC(=O)C1=C(COC(=O)COc2ccc(Br)cc2)NC(=O)NC1C (stereo not drawn),-9%
COc1ccc(N2CCN(C3CCCN(Cc4ccc(F)cc4Cl)C3)CC2)cc1 (stereo not drawn),-9%
CCOc1ccc(NC(=O)CN(C)C(=O)CC2CCCCC2)cc1OCC,1%
COC(=O)/C=C1\SC(=NC(=O)c2ccc(-c3ccccc3)cc2)NC1=O,-26%
O=S(=O)(NCc1ccccc1)c1ccc(Br)s1,4%
Cc1ccc([C@H]2C(C(=O)O)=CC[C@@H](c3ccc(Cl)cc3)N2S(=O)(=O)c2ccccc2C)cc1,1%
O=C(CCl)Nc1ncc(S(=O)(=O)c2ccc([N+](=O)[O-])cc2)s1,1%
COc1cccc(OC)c1C(=O)Nc1cccc(S(=O)(=O)Nc2ccccc2Cl)c1,7%
CC(C)(C)SC(=O)CC1NS(=O)(=O)OC2CCCCC12 (stereo not drawn),2%
CCCCCCN[C@H]1CCC2C3CC=C4C[C@@H](O)CC[C@]4(C)C3CC[C@@]21C (stereo partly drawn),2%
CCOc1ccc(S(=O)(=O)NC2=NCCCCC2)cc1,4%
CC1CCCC(C)N1C(=O)COC(=O)/C=C/c1ccco1 (stereo not drawn),-19%
CCN1CCN(c2ccc(S(=O)(=O)N3CCOCC3)cc2NC(=O)c2ccccc2OC(F)F)CC1,u
Clc1ccccc1-c1ccc2ncnc(NCc3cccs3)c2c1,6%&-4%
O=C(Nc1ccc(S(=O)(=O)Nc2nccs2)cc1)c1ccccc1OC(F)F,-4%
CCOc1ccc(S(=O)(=O)N2CCN(C(=O)c3ccccc3Cc3ccccc3)CC2)cc1,-15%
COc1cc(OC)cc(-c2oc3cccnc3c2C#CCCO)c1,-9%
CC(C)CN(C(=O)CSc1nc(-c2ccccc2)cn1N)c1c(N)n(Cc2ccccc2)c(=O)[nH]c1=O,0%
COc1ccccc1OCC(=O)OCC(=O)NC1CCCCC1,-6%
COc1ccccc1-c1nnc(SCC(=O)c2c(N)n(C3CC3)c(=O)[nH]c2=O)o1,-1%
NS(=O)(=O)c1ccc(N2N=C(c3ccccc3)CC2c2ccccc2Cl)cc1 (stereo not drawn),42%[activator]
CSCCC(NC(=O)c1ccccc1Cl)C(=O)NNC(=O)c1ccccc1O (stereo not drawn),2%
CSCCC(NC(=O)c1ccccc1Br)C(=O)N1CCN(C(C)=O)CC1 (stereo not drawn),1%
C[C@@H](OC(=O)c1[nH]cnc1C(=O)NCc1ccc(CNC(=O)OC(C)(C)C)cc1)c1ccccc1,-6%
Cc1c(NC(=O)C23CC4CC(CC(C4)C2)C3)c(=O)n(-c2ccccc2)n1C,4%
COCc1cc(=O)c2ccccc2o1,2%
C=CCn1c(C)nnc1SCC(=O)c1c(N)n(C2CC2)c(=O)[nH]c1=O,7%
CCN(CC)CCn1c2c(c(SCC(=O)Nc3cccc(C(C)=O)c3)nc1=O)CCCC2,u
CCCCN1C(=N)N([C@@H](C)CN2CCC[C@H]2CN2C(N)=NC[C@@H]2Cc2ccccc2)C[C@H]1Cc1ccccc1,-9%
CC1CCCCN1C(=O)c1cccc(NC2=C(Cl)C(=O)N(Cc3ccccc3)C2=O)c1 (stereo not drawn),-9%
CCN(CC)S(=O)(=O)c1ccc(NC(=O)CCN2C(=O)C3CC=CCC3C2=O)cc1 (stereo not drawn),-1%
CN(C)S(=O)(=O)c1ccc(Cl)c(NC(=O)C2CCN(S(=O)(=O)c3cccs3)CC2)c1,3%
CN1C(=O)C(C)(C)c2cc(S(=O)(=O)N3CCCC3C(=O)NCc3ccccc3Cl)ccc21 (stereo not drawn),28%
O=C(OCc1ccc([N+](=O)[O-])cc1)C1CC(=O)N(CCc2ccccc2)C1 (stereo not drawn),4%
O=C(NCC(c1cccs1)N1CCOCC1)c1cn(-c2ccccc2)nc1-c1ccc(F)cc1 (stereo not drawn),0%
CC1CCCC(=NNC(=O)C2COc3ccccc3O2)C1 (stereo not drawn),0%

(next part)
smiles,L3MBTL1 block
COc1ccc(NC(=O)CN(C)C(=O)CCCNC(=O)c2ccc(Cl)cc2)cc1,2%
CCc1ccc(NC(=O)C(=O)NCC2CCCN2S(=O)(=O)c2ccccc2)cc1 (stereo not drawn),-4%
O=C(Cn1ccc(NC(=O)OCc2ccccc2)nc1=O)NCc1ccc2[nH]ccc2c1,7%
COc1ccc(NC(=O)CN2C(=O)NC(C)(C3CC3)C2=O)c(OC)c1 (stereo not drawn),7%
CCOC(=O)N1CCN(C(=O)c2ccc3ccccc3c2)CC1,-11%
C=CCOc1ccc(/C=C/C(=O)OCC(=O)NCCc2ccccc2)cc1,4%
C[C@@H]1COC(=O)[C@H](NC(=O)OCC2c3ccccc3-c3ccccc32)C/C=C\C[C@@H](CC(=O)N(CCO)Cc2ccccc2)C(=O)N1,-3%
CCN(C(=O)CSc1nnnn1-c1ccccc1OC)C1CCS(=O)(=O)C1 (stereo not drawn),17%
CCN(CC(=O)Nc1c(F)cccc1F)C(=O)Cc1c(C)nc2ccccc2c1C,-4%
CC(OC(=O)CC1CCCCC1)C(=O)Nc1ccc(S(N)(=O)=O)cc1 (stereo not drawn),0%
CC(C)CC1NC(=O)c2ccccc2-n2c1nc1ccc(Cl)cc1c2=O (stereo not drawn),6%
CCCc1cc(=O)[nH]c(SCC(=O)Nc2c(C)n(C)n(-c3ccccc3)c2=O)n1,5%

Three entries picked at random from the list so far:
smiles,L3MBTL1 block
CC(OC(=O)CC1CCCCC1)C(=O)Nc1ccc(S(N)(=O)=O)cc1 (stereo not drawn),0%
CC(C)CC1NC(=O)c2ccccc2-n2c1nc1ccc(Cl)cc1c2=O (stereo not drawn),6%
CCc1ccc(NC(=O)C(=O)NCC2CCCN2S(=O)(=O)c2ccccc2)cc1 (stereo not drawn),-4%

Further entries.
smiles,L3MBTL1 block
CCCCOc1ccc(/C=C/C(=O)OCC(=O)NC2CCS(=O)(=O)C2)cc1OCC (stereo not drawn),-1%
COc1ccc(C2(c3ccc(OC)cc3)NC(=O)N(CC(=O)NC3(C#N)CCCC3)C2=O)cc1,2%
C[C@@H](CN1C(=O)C(=O)NC[C@@H]1C)NC(=O)CC12CC3CC(CC(C3)C1)C2,-6%
NC(=O)c1c(NC(=O)c2ccncc2)sc2c1CCCCCC2,-6%
O=C(c1ccco1)N1CCN(S(=O)(=O)c2cccc(Cl)c2)CC1,-3%
COc1ccc(CCNC(=O)c2ccc3nc(N4CCOCC4)sc3c2)cc1OC,-3%
CCOc1ccc(C(CC(=O)O)NC(=O)C(c2ccccc2)c2ccccc2)cc1OC (stereo not drawn),0%
COc1cc(OC)cc(-c2c(C#Cc3ccsc3)c3cc(-c4ccc5c(c4)OCO5)ccc3n2C)c1,2%
COc1cc2[nH]c(=O)n(Cc3ccc(C(=O)N4CCC(N5CCCCC5)CC4)cc3)c(=O)c2cc1OC,0%
CCCCCNC(=O)c1cccc(S(=O)(=O)N2CC3(C)CC2CC(C)(C)C3)c1 (stereo not drawn),14%
CCCCn1c(N)c(N(CC(C)C)C(=O)CSc2n[nH]c(-c3ccc(C)cc3)n2)c(=O)[nH]c1=O,1%
CC(=O)c1ccc(N2CCN(C(=O)c3cn(Cc4ccccc4)nc3-c3cccnc3)CC2)c(F)c1,-2%

Structural class: the entries above containing a COOH group (six)
smiles,L3MBTL1 block
Cc1nnc(SCC2=C(C(=O)O)N3C(=O)C(NC(=O)COc4ccccc4)C3SC2)s1 (stereo not drawn),-27%
CSCC[C@H](NC(=O)[C@H](Cc1ccccc1)n1c(=O)[nH]c2ccccc2c1=O)C(=O)N[C@@H](Cc1ccccc1)C(=O)O,3%
Cc1ccc(C(=O)N2CCCCC2C(=O)O)cc1S(=O)(=O)N1CCCCC1 (stereo not drawn),3%
Cc1ccc(S(=O)(=O)N2[C@@H](c3ccc(Br)cc3)C(C(=O)O)=C[C@H]2CC2CCCC2)cc1,3%
Cc1ccc([C@H]2C(C(=O)O)=CC[C@@H](c3ccc(Cl)cc3)N2S(=O)(=O)c2ccccc2C)cc1,1%
CCOc1ccc(C(CC(=O)O)NC(=O)C(c2ccccc2)c2ccccc2)cc1OC (stereo not drawn),0%

(further entries)
smiles,L3MBTL1 block
CN[C@H](C(=O)NC[C@H]1O[C@@H](n2cnc3c(N)ncnc32)[C@H](O)[C@@H]1O)[C@@H](C)OCc1ccccc1,2%
O=C(Nc1ccc(SC(F)F)cc1)c1cc(-c2ccncc2)nc2ccccc12,-2%
Cc1ccc(-c2csc(NCCn3c(C)nc4cc(C(F)(F)F)ccc43)n2)cc1,-1%
Cc1cnc(C(=O)NNC(=O)c2ccc(Br)cc2)cn1,14%
CCC1(CC)NC(=O)N(CC(=O)OC(C)C(=O)Nc2ccccc2OC)C1=O (stereo not drawn),-12%
CC(C)(Cc1ccc(O)cc1)NC(=O)CC(=O)N/N=C/c1ccc(Cl)cc1,9%
CC(=O)c1cnc2nc(SCc3ccccc3C)nn2c1C,0%
OCC1(CCOc2ccccc2)CCN(Cc2ccccc2OC(F)F)CC1,-7%
COC(=O)N1C(=O)[C@@](c2ccccc2)(C2CCCCC2)N1C(=O)OC,1%
CC(=O)c1ccc(N=Nc2c(C)[nH]n(-c3ccccc3)c2=O)cc1,-23%
Cc1nc(NC2CCCCC2)c2nnn(Cc3ccccc3Cl)c2n1,-2%
C[C@@H]1CN([C@H](C)CO)C(=O)Cc2cc(NC(=O)Nc3ccccc3)ccc2O[C@@H]1CN(C)Cc1ccc2c(c1)OCO2,-6%
CC1(C)CCC/C(=C\c2ccccc2)C1=O,11%
COc1cc(-c2nc(C(=O)NC3CCN(Cc4ccccc4)CC3)cc3c2[nH]c2ccccc23)cc(OC)c1OC,-16%
Cc1ccc(NC(=O)CN2C(=O)NC(C)(C3CC3)C2=O)cc1S(=O)(=O)N1CCCCC1 (stereo not drawn),1%
COc1ccc(NC(=O)CN(C)C(=O)c2cccc(NS(=O)(=O)c3ccc(Br)cc3)c2)cc1,-6%
CCNC(=O)NC1(C(=O)N2CCC(Cc3ccccc3)CC2)CCCCC1,3%
CN1CCN(c2ccc(S(=O)(=O)N3CCCCC3)cc2NC(=O)/C=C/c2ccc(Cl)c([N+](=O)[O-])c2)CC1,-16%
COc1ccc(N2CCN(S(=O)(=O)CCNS(=O)(=O)c3ccccc3)CC2)cc1,14%
O=C1CC(NS(=O)(=O)c2cccs2)CN1c1ccc(Cl)cc1 (stereo not drawn),1%
CC(OC(=O)c1cccc(-n2cnnn2)c1)C(=O)Nc1ccccc1F (stereo not drawn),-6%
Cc1ccc(NC(=O)CNC(=O)C2CCCCC2)nc1,-5%
COc1ccc(C(=O)Nc2cccc3nc(C)ccc23)cc1OC,-10%

A portion of the library, so the mix of outcomes need not match the whole.
